TRPC6 act: activates the mouse TRPC6 cation channel; Q61143; AID 2550; 310,000 tested, 0.13% active; HEK293-TRPC6 membrane potential dye fluorescence; hits give high values; B-score at 10 µM;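 active = B-score of the integrated fluorescence ratio above library mean plus 3 SD, and starting fluorescence ratio within library mean plus 5 SD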;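 also: higher score means more depolarization so channel activation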
RGS4 block: human RGS4 inhibition. HEK293 M3R/RGS4 inducible, Fluo-4 calcium flux; hits give high values; triggered by carbachol at its EC20. B-score at 10 µM. 310,000 tested, 0.45% active;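 active = B-score, a plate-corrected calcium signal, over three deviations above library mean, with baseline fluorescence within five deviations of library mean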;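 also: RGS4 expression induced by doxycycline in cells with stable M3 receptor; B-score is computed from the integrated fluorescence ratio over baseline after carbachol; higher B-score means a larger calcium signal and so more RGS4 inhibition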
Target sequence (P49798 whole entry, looked up): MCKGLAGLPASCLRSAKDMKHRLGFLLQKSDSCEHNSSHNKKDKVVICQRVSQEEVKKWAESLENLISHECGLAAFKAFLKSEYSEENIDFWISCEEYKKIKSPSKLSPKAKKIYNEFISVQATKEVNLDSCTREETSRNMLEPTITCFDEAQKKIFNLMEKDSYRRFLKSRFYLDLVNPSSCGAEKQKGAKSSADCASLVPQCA
RGS4 pot: potentiators or activators of RGS4; HEK293 M3R/inducible RGS4, carbachol calcium flux Fluo4; hits give low values; B-score at 10 µM; 310,000 tested, 0.92% active;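 active = B-score of the integrated calcium signal more than 4 SD below the library mean, with starting fluorescence not abnormally high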;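 also: negative B-score means reduced calcium response which marks RGS4 activation or potentiation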
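Test system: HEK293 cells with stable M3R and inducible RGS4; also added: carbachol at ECmax as muscarinic agonist stimulus; schedule: dye loading 30 min 37 °C, buffer rest 30 min RT; technique: kinetic calcium fluorescence imaging with Fluo4-AM dye, 2 µM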
MrgX1 allo act: allosterically activates human MrgX1 receptor signaling; MrgX1-HEK293, Fluo-4 calcium flux, FDSS; hits give high values; 310,000 tested, 0.63% active; B-score at 10 µM;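 active = plate-corrected calcium response at least 3 library SD above typical, normal starting fluorescence, not activating the receptor alone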;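 also: compound read alongside a low EC10 to EC30 dose of BAM8-22 agonist; peak minus trough fluorescence over baseline measured at the second addition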
Target sequence (Q96LB2 whole entry, looked up): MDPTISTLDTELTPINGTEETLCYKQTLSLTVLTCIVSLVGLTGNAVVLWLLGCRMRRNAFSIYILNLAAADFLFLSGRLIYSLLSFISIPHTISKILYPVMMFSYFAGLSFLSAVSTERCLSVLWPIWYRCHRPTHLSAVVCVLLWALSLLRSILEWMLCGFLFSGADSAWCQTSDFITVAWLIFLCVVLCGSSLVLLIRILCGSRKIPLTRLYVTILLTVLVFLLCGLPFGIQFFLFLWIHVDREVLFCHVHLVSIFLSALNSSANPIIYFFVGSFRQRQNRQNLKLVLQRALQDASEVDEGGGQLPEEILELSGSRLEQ
MrgX1 ag: agonists of human MrgX1 receptor | 310,000 tested, 0.44% active | B-score at 10 µM | MrgX1-HEK293 cells, Fluo-4 calcium fluorescence, agonist mode; hits give high values | Q96LB2;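 active = calcium response B-score plate-corrected fluorescence ratio at least 3 library SD, with starting fluorescence B-score inside 5 SD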
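Material: MrgX1-expressing HEK293 cells; input: 15,000 cells per well; doses: test compound given as first of three sequential additions; schedule: overnight plating before 1 h dye loading; technique: Fluo-4 NW calcium-flux fluorescence, kinetic read; evaluation: baseline-normalised fluorescence change ratio, B-scored; control set: plate-wise positive and negative controls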
TMEM16A inh: inhibitors of mouse TMEM16A calcium-activated chloride channel; Q8BHY3; HEK293 TMEM16A/YFP iodide influx fluorescence, ionomycin; 310,000 tested, 1.2% active; normalized B-score (activity score, 25-100; higher = stronger inhibition) at 10 µM;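 active = ratio plate-corrected score three or more library SD toward inhibition, starting fluorescence score within five deviations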;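 also: score derived from kinetic fluorescence span divided by baseline fluorescence per well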
TRPC6 inhibitor: blocks the mouse TRPC6 cation channel; HEK293-TRPC6, membrane potential dye, ACh-evoked depolarization; hits give low values; Q61143; AID 2553; 310,000 tested, 1.1% active; B-score at 10 µM;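 active = B-score under library mean minus 3 SD, initial fluorescence not abnormally high, positive integrated signal ratio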;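 also: B-score derived from integrated fluorescence ratio over the kinetic read; more negative B-score means stronger inhibition of depolarization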
ANO1 activ: activates or potentiates the mouse TMEM16A chloride channel; HEK293 TMEM16A/YFP-H148Q/I152L, iodide quench fluorescence; hits give low values; AID 623877; B-score at 10 µM; Q8BHY3; 340,000 tested, 0.3% active;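 active = fluorescence-ratio B-score plate-corrected deviation score at least 3 library SD below zero, with starting fluorescence score within 5 deviations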;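 also: channel opened by trigger with iodide after compound preincubation; score built on the fluorescence ratio of max minus min over baseline; more negative score means more quench and so TMEM16A activation or potentiation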
HDAC3 inh: inhibitors of human histone deacetylase 3; O15379; recombinant HDAC3, fluorogenic peptide/trypsin coupled, fluorescence; inhibition, % at 8.3 µM; 320,000 tested, 0.15% active; in the data active = inhibition above about 26%, passing the limit was not always enough; inconclusive = no clear call, values can overlap the other calls
Target sequence (O15379 whole entry, looked up): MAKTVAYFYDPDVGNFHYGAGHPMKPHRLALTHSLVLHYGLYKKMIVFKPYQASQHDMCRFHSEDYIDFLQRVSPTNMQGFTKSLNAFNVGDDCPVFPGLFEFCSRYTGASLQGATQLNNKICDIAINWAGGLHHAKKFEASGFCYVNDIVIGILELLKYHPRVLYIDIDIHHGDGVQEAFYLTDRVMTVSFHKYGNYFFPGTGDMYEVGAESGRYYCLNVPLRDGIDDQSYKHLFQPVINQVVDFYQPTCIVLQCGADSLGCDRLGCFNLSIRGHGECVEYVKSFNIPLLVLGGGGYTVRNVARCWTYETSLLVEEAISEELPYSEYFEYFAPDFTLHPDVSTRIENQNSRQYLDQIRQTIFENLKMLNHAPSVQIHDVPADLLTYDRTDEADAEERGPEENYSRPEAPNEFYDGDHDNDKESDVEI
MrgX1 antagonist: blocks BAM8-22 activation of human MrgX1 receptor | MRGX1-HEK293 calcium flux, Fluo-4, BAM8-22 antagonism; hits give low values | B-score at 10 µM | 310,000 tested, 1.3% active;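 active = calcium-response B-score plate-corrected more than 3 library SD below zero, starting fluorescence within 5 deviations, no agonist response on first addition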;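 also: peak minus trough fluorescence over baseline after final BAM8-22 challenge near maximal dose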
SKKanGAS inh: blocks kanamycin growth of S. pyogenes SKKanGAS strain | 300,000 tested, 1.3% active | AID 1662 | inhibition, % at 7.5 µM | BacTiter-Glo, 6 h;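 active = mean replicate score, as percent of positive control median, at least 50; inconclusive = mean below 50 but one replicate at or above 50; inactive = mean and every replicate below 50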;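 also: strain carries kanamycin resistance gene driven by streptokinase promoter and grows in 40 µg/ml kanamycin; loss of luminescence reflects streptokinase promoter inhibition or plain growth inhibition; 0% = median of DMSO wells and 100% = positive control at its reference dose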
Active calls of the source: *; i = inactive; ? = inconclusive; . = no result given.

SMILES | TRPC6 act | RGS4 block | RGS4 pot | MrgX1 allo act | MrgX1 ag | TMEM16A inh | TRPC6 inhibitor | ANO1 activ | HDAC3 inh | MrgX1 antagonist | SKKanGAS inh
Cc1ccc(OCC(=O)N/N=C/c2cn(Cc3ccccc3)c3ccccc23)cc1 | i | i | i | i | i | i | i | i | 1.4 | i | .
COc1ccc(C(=O)N/C(=C\c2cn(S(=O)(=O)N(C)C)c3ccccc23)C(=O)N2CCN(C)CC2)cc1 | i | i | i | i | i | i | i | i | 4.9 | i | 2.5
O=C1/C(=C\c2ccc(-c3ccccc3Cl)o2)SC(=S)N1CC1CCCO1 (centres undefined) | i | i | i | i | i | i | i | i | -9.5 | i | 5.5
CNC(=O)c1ccc(-c2sc3nc(N4CCOCC4)c4c(c3c2N)CC(C)(C)OC4)o1 | i | i | i | i | i | i | i | i | -9.3 | i | 3.3
Cc1cc(=O)[nH]c(Nc2cccc(Cl)c2C)n1 | i | i | i | i | i | i | i | i | 1.4 | i | -2.4
COc1ccc(NC(=O)Nc2ccccc2C(=O)N2CCCC2)cc1 | i | i | i | i | i | i | i | i | 6.2 | i | -6.7
O=C1c2ccccc2NC(c2cccc([N+](=O)[O-])c2)N1O (centres undefined) | i | i | i | i | i | i | i | i | -0.2 | i | -0.6
CCN(CC)S(=O)(=O)N1CCC(C(=O)NC2CCCc3ccccc32)CC1 (centres undefined) | i | i | i | i | i | i | i | i | -2.7 | i | -10.2
O=C(Nc1ccnn1C1CCN(C/C=C/c2ccccc2)CC1)c1ccccc1 | i | i | i | i | i | i | i | i | 0.5 | i | -7.7
N/C(=N\OC(=O)CSc1ccccc1)c1ccncc1 | i | i | i | i | i | i | i | i | 7.4 | i | 0.3
COc1ccc(/C=C/c2ccncc2)c2ccccc12 | i | i | i | i | i | i | i | i | 0.3 | i | 4.7
Cc1ccn2c(=O)cc(C)nc2c1 | i | i | i | i | i | i | i | i | 2.7 | i | -4.0
COc1ccc(CC(=O)OCCN(C)C)cc1 | i | i | i | i | i | i | i | i | -5.2 | i | -9.4
COc1cccc(OCC(=O)N(C)Cc2nc(-c3cccc(C)c3)no2)c1 | i | i | i | i | i | i | i | i | 0.1 | i | -7.6
COc1ccccc1-c1n[nH]c2c1[C@H](C)CC[C@H]2C(C)C | i | i | i | i | i | i | i | i | 8.2 | i | 91.1*
O=C(Nc1ccc(S(=O)(=O)N2CCOCC2)cc1)c1c(F)cccc1F | i | i | i | i | i | i | i | i | -2.2 | i | 9.5
CSc1nc2ccc(NC(=O)c3ccc(Cl)s3)cc2s1 | . | . | . | i | i | i | . | i | -6.6 | i | .
CCC(C)NC(=O)CSc1nc2ccccc2c(=O)n1Cc1ccc(OC)cc1 (centres undefined) | i | i | i | i | i | i | i | i | -1.1 | i | 0.7
COc1cc(CN2CCNC(=O)C2CC(=O)N(C)CCCN2CCOCC2)cc(OC)c1 (centres undefined) | i | i | i | i | i | i | i | i | 2.8 | i | -3.2
COC(=O)c1c(NC(=O)CN2C(=O)C(=O)N(CC(C)C)C2=O)sc2c1CCCCC2 | i | i | i | i | i | i | i | i | -2.7 | i | -9.7
CCc1c(C)nc(N)n2c(SCC(=O)Nc3ccccc3)nnc12 | i | i | i | i | i | i | i | i | -3.2 | i | 5.2
CN(Cc1ccccc1)CC(O)COc1ccc(CNCCCOc2cccnc2)cc1 (centres undefined) | i | i | i | i | i | i | i | i | -1.4 | i | -9.4
CCCCOC(=O)/C(=C/c1cn(C)c2ccccc12)NC(=O)c1ccc(OC)cc1 | i | i | i | i | i | i | i | i | -0.3 | i | 12.1
O=C(COc1ccccc1Cl)N1CCN(c2ccccn2)CC1 | i | i | i | i | i | i | i | i | -2.4 | i | -2.7
Cc1ccnc(Nc2nc(-c3sc(C)nc3C)cs2)c1 | i | i | i | i | i | i | i | i | 9.6 | i | -7.7
CC(=O)N1CC=C2C(C#N)=C(N)C(C#N)(C#N)C(CCc3ccccc3)C2C1 (centres undefined) | i | i | i | i | i | i | i | i | -9.4 | i | 8.2
COC(=O)c1ccc(NC(=O)c2ccc(NC(=O)C3CCCO3)cc2)cc1 (centres undefined) | i | i | i | i | i | i | i | i | 2.5 | i | -6.3
C/C(=N\NC(=O)C1CC1)c1ccc(C(C)(C)C)cc1 | i | i | i | i | i | i | i | i | -1.2 | i | .
O=C1CN(C(=O)COC(=O)CNS(=O)(=O)c2ccccc2)c2ccccc2N1 | i | i | i | i | i | i | i | i | 1.7 | i | 4.4
CCN1CCN(C(=O)C2CCN(Cc3cc(Cl)ccc3O)CC2)CC1 | i | i | i | i | i | i | i | i | 0.3 | -7.71* | 1.9
COc1ccc(-n2c(SCC(=O)N3CCc4ccccc43)nnc2-c2c[nH]c3ccccc23)cc1 | i | i | i | i | i | i | i | i | 6.3 | i | -0.9
Cc1ccc(CNC(=O)COC(=O)CSc2cc(C)c(Br)cc2C)cc1 | i | i | i | i | i | i | i | i | . | i | -0.7
Cc1cc(C)nc(NC(=O)CN2C(=O)c3ccccc3S2(=O)=O)n1 | i | i | i | i | i | i | i | i | -3.6 | i | -3.2
COC(=O)c1cccc(NC(=O)NC(=O)c2ccccc2Cl)c1 | i | i | i | i | i | i | i | i | 2.1 | i | -6.4
COCCNc1ncnc2nc[nH]c12 | i | i | i | i | i | i | i | i | 4.0 | i | -4.3
COc1ccc(C(=O)N(CC2CCCO2)C(C(=O)NC2CCCC2)c2ccc(C)cc2)cc1OC (centres undefined) | i | i | i | i | i | i | i | i | -0.4 | i | -8.2
NC(=O)NCc1ccc(Cl)cc1 | i | i | i | i | i | i | i | i | -8.7 | i | -10.4
FC(F)(F)Oc1ccc(NC(=S)NCc2ccccc2)cc1 | i | i | i | i | i | i | i | i | 5.8 | i | -6.8
C=CCNc1c2c(nc3ncnn13)CC(C)CC2 (centres undefined) | i | i | i | i | i | i | i | i | 1.2 | i | -6.0
Cc1ccc(C)c(NC(=O)C(c2ccccc2)N2CCOCC2)c1 (centres undefined) | i | i | i | i | i | i | i | i | -2.2 | i | 0.0
Cc1ccc(NC(=O)c2cc(S(=O)(=O)N3CCOCC3)cn2C)c(C)c1 | i | i | i | i | i | i | i | i | 0.9 | i | -2.2
CSc1nc(C)cc(OCCO)n1 | i | i | i | i | i | i | i | i | -4.7 | i | -0.6
C=CCn1c(SCc2ccc(OC)cc2)nnc1-c1cccnc1 | i | i | i | i | i | i | i | i | -2.3 | i | -5.2
Brc1cccc(Cn2c(-c3cncs3)nc3ccccc32)c1 | i | i | i | i | i | i | i | i | 1.7 | i | 9.0
COc1ccccc1NC(=O)N(CCN1CCCC1)Cc1cc2cc(C)ccc2[nH]c1=O | i | i | i | i | i | i | i | i | 0.2 | i | 3.0
Cn1cc(CCC(=O)NCc2ccc(Cl)cc2)c2ccccc21 | i | i | i | i | i | i | i | i | 3.0 | i | 0.5
C/C(=N/OC(=O)c1c(F)cccc1F)c1nccs1 | i | i | i | i | i | i | i | i | -1.9 | i | 17.9
COc1ccc(NC(=O)CCCNC(=O)c2ccc(Cl)cc2)c(OC)c1 | i | i | i | i | i | i | i | i | 4.4 | i | -7.3
CCOC(=O)C1(CCc2ccccc2)CCN(C(=O)CCn2cnnn2)CC1 | i | i | i | i | i | i | i | i | 0.5 | i | 3.7
Cc1ccc2c(C)[nH]c(=O)cc2c1 | i | i | i | i | i | i | i | i | -11.6 | i | -6.1
Cc1[nH]c(=O)[nH]c1CN1CCCCC1 | i | i | i | . | . | . | i | . | . | . | -4.8
O=C(O)/C=C/C(=O)Nc1ccc(OCc2ccccc2)cc1 | i | i | i | i | i | i | i | i | 7.4 | i | -14.2
C/C(CC(=O)Nc1ccc2c(c1)OCO2)=N\NC(=O)c1ccccc1N | i | i | i | i | i | i | i | i | -6.8 | i | 4.7
N#Cc1ccc(-c2ccco2)nc1SCC(=O)c1ccc(Cl)cc1 | i | i | i | 8.42* | i | i | i | i | 7.6 | i | -1.6
Cc1ccc(-n2c(=O)cc(N3CCC(C)CC3)[nH]c2=O)cc1 | i | i | i | i | i | i | i | i | -6.4 | i | -5.4
CCN(CC)S(=O)(=O)c1cc(C(=O)Nc2cc(C)on2)c(Cl)cc1Cl | i | i | i | i | i | i | i | i | 7.3 | i | 2.4
COc1ccc(/C=C(\NC(=O)c2ccccc2)C(=O)NCCC(=O)O)cc1 | i | i | i | i | i | i | i | i | 5.0 | i | .
Cn1cccc1C(C#N)c1ncc(C(F)(F)F)cc1Cl (centres undefined) | i | i | i | i | i | i | i | i | ? | i | -4.3
CC(C)c1ccc(-c2nc3ccccc3s2)cc1 | i | i | i | i | i | i | i | i | 0.5 | i | 15.2
O=C(COC(=O)/C=C/c1ccc(Cl)cc1Cl)Nc1cc(C(F)(F)F)ccc1N1CCOCC1 | i | i | i | i | i | i | i | i | -11.4 | i | 15.4
COc1ccc(NC(=O)c2cn(-c3ccccc3)nc2SC)cc1 | i | i | i | i | i | i | i | i | -1.5 | i | 23.6
COc1cc(S(=O)(=O)NCC2OCCc3ccccc32)ccc1-n1cnnn1 (centres undefined) | i | i | i | i | i | i | i | i | -2.7 | i | 1.4

Single records, as listed above.
CCN(CC)S(=O)(=O)c1cc(C(=O)Nc2cc(C)on2)c(Cl)cc1Cl as listed: TRPC6 act = i; RGS4 block = i; RGS4 pot = i; MrgX1 allo act = i; MrgX1 ag = i; TMEM16A inh = i; TRPC6 inhibitor = i; ANO1 activ = i; HDAC3 inh = 7.3; MrgX1 antagonist = i; SKKanGAS inh = 2.4
O=C(Nc1ccnn1C1CCN(C/C=C/c2ccccc2)CC1)c1ccccc1 as listed: TRPC6 act = i; RGS4 block = i; RGS4 pot = i; MrgX1 allo act = i; MrgX1 ag = i; TMEM16A inh = i; TRPC6 inhibitor = i; ANO1 activ = i; HDAC3 inh = 0.5; MrgX1 antagonist = i; SKKanGAS inh = -7.7

Compound activity from PubChem.
